# NSD2 inh: inhibitors of human NSD2 methyltransferase; AID 624260; inhibition, % at 12.5 µM; O96028; NSD2-SET H3K36me1 DELFIA fluorescence, biochemical; 44,000 compounds, 0.07% hits; in the data active = inhibition above about 54%, passing the limit was not always enough; inconclusive = no clear call, values can overlap the other calls;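 note: inhibitors reduce the monomethyl H3K36 fluorescence signal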
# Target sequence (O96028 whole entry, looked up): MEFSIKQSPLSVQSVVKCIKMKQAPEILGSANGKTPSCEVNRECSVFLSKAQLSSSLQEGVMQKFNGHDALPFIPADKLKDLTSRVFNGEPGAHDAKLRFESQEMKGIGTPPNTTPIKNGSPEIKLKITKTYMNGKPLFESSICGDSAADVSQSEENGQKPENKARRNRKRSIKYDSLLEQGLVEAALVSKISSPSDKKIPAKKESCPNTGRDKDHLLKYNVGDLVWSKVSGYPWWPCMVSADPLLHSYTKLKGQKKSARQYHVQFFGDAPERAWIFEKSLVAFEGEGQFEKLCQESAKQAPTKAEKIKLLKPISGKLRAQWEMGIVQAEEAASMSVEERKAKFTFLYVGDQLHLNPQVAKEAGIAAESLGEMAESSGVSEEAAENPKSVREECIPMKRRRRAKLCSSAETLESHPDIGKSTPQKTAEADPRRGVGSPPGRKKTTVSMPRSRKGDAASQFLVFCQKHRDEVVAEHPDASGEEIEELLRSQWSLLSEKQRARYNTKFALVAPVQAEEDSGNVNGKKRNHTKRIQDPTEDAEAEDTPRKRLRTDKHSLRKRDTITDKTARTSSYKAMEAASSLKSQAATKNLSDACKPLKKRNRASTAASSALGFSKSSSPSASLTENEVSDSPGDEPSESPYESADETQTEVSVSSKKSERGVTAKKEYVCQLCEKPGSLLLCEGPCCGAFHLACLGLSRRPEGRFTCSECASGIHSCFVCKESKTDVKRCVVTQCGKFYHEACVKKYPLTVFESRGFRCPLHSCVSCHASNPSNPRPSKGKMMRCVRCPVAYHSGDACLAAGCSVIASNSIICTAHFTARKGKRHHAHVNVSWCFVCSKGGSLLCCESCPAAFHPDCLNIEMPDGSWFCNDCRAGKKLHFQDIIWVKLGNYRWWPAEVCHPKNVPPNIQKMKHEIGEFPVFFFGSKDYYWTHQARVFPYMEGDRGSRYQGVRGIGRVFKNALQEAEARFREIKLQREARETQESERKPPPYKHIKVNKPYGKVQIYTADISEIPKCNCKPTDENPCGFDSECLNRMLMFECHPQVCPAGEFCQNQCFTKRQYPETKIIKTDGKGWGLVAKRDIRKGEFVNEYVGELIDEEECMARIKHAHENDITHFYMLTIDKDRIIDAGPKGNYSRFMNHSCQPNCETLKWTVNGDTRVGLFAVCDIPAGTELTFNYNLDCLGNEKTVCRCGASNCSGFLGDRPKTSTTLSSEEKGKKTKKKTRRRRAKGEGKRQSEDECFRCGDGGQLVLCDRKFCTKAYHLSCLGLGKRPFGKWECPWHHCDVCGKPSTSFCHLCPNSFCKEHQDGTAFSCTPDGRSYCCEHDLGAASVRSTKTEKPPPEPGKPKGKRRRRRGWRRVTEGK
# Starred values were filed as active, the others as inactive; ? = inconclusive. The list is partial; count on the stated rates, not on these rows.
smiles,NSD2 inh
Cc1ccc(S(=O)(=O)Nc2ccc3c(c2)C(=O)N([C@H](C)CO)C[C@H](C)[C@@H](CN(C)Cc2ccc(C(=O)O)cc2)OCCCC[C@H](C)O3)cc1,-1.3
C[C@H](CO)N1C[C@H](C)[C@@H](CN(C)S(C)(=O)=O)Oc2ccc(NC(=O)Nc3ccc(F)cc3)cc2C1=O,-2.2
Cn1cnnc1Sc1c([N+](=O)[O-])ncn1C,-5.7
C[C@H]1CN([C@@H](C)CO)S(=O)(=O)c2ccc(C#Cc3ccccc3)cc2O[C@H]1CN(C)C(=O)CN(C)C,0.8
CCCN(C)C[C@@H]1OCCCC[C@H](C)Oc2ccc(NC(=O)CCCN(C)C)cc2C(=O)N([C@H](C)CO)C[C@@H]1C,-233.7
C/C=C/c1ccc2c(c1)O[C@@H](CN(C)C(=O)Nc1ccc(C(F)(F)F)cc1)[C@@H](C)CN([C@H](C)CO)S2(=O)=O,-13.8
COc1ccc(NC(=O)Nc2ccc3c(c2)C(=O)N([C@@H](C)CO)C[C@@H](C)[C@H](CN(C)S(=O)(=O)c2ccc(F)cc2)OCCCC[C@@H](C)O3)cc1,0.7
CCC(=O)N(C)C[C@H]1Oc2ncc(-c3cccc(OC)c3)cc2C(=O)N([C@@H](C)CO)C[C@@H]1C,?
COc1ccc(NC(=O)N(C)C[C@@H]2Oc3ccc(NS(=O)(=O)c4ccc(C)cc4)cc3CC(=O)N([C@@H](C)CO)C[C@H]2C)cc1,-10.9
COc1ccc(S(=O)(=O)N(C)C[C@H]2Oc3ccc(NC(=O)CCN4CCOCC4)cc3CC(=O)N([C@@H](C)CO)C[C@@H]2C)cc1,0.1
CCCC#Cc1cnc2c(c1)C(=O)N([C@H](C)CO)C[C@@H](C)[C@H](CN(C)C(=O)Nc1ccccc1F)O2,5.8
Cc1noc(C)c1NC(=O)Nc1ccc2c(c1)C(=O)N([C@@H](C)CO)C[C@@H](C)[C@@H](CN(C)C(=O)Nc1ccc(F)cc1)O2,-2.5

# Continuation:
smiles,NSD2 inh
O=C(NC1CCCCC1)N[C@H]1CC[C@@H](CC(=O)N2CCOCC2)O[C@@H]1CO,7.6
COc1ccc(NC(=O)Nc2ccc3c(c2)CC(=O)N([C@@H](C)CO)C[C@H](C)[C@@H](CN(C)C(=O)Nc2cccc4ccccc24)O3)cc1,-1.5
c1ccc(-c2[nH]ncc2-c2ccnc3ccccc23)nc1,3.6
C[C@@H]1CN([C@H](C)CO)C(=O)c2cc(NC(=O)Nc3ccc(C(F)(F)F)cc3)ccc2O[C@H]1CN(C)Cc1ccc(-c2ccccc2)cc1,-6.6
C[C@@H]1CC[C@]2(C(=O)OC3OC(CO)C(OC4OC(CO)C(O)C(O)C4O)C(O)C3O)CC[C@]3(C)C(=CCC4[C@@]5(C)CC[C@H](O)[C@](C)(C(=O)O)C5CC[C@]43C)C2[C@]1(C)O (stereo partly drawn),33.1
CC(/C=C/C(=O)NO)=C\c1ccccc1OCc1cn(CCNC(=O)Nc2ccccc2)nn1,-11.5
CNC[C@@H]1Oc2ccc(NC(=O)CCC(F)(F)F)cc2C(=O)N([C@H](C)CO)C[C@H]1C,2.0
C[C@@H]1CN([C@@H](C)CO)C(=O)c2cc(NC(=O)NC3CCCCC3)ccc2O[C@@H](C)CCCCO[C@@H]1CN(C)C(=O)c1ccccc1,-2.3
C[C@H](CO)N1C[C@H](C)[C@H](CN(C)C(=O)C2CCCCC2)OCCCC[C@H](C)Oc2ccc(NC(=O)CCC(F)(F)F)cc2C1=O,2.4
C[C@@H]1CN([C@H](C)CO)S(=O)(=O)c2ccc(C3=CCCCC3)cc2O[C@@H]1CN(C)Cc1ccccn1,-2.9
C[C@@H]1CCCCO[C@@H](CN(C)Cc2ccc(C(=O)O)cc2)[C@H](C)CN([C@@H](C)CO)C(=O)c2cc(NC(=O)Nc3ccc(C(F)(F)F)cc3)ccc2O1,-6.2
C[C@@H]1CCCCO[C@@H](CN(C)C)[C@@H](C)CN([C@H](C)CO)C(=O)c2cc(NS(=O)(=O)c3ccccc3)ccc2O1,0.4

# Arranged by value in NSD2 inh (highest first): three from the list above
smiles,NSD2 inh
CNC[C@@H]1Oc2ccc(NC(=O)CCC(F)(F)F)cc2C(=O)N([C@H](C)CO)C[C@H]1C,2.0
C[C@@H]1CN([C@H](C)CO)S(=O)(=O)c2ccc(C3=CCCCC3)cc2O[C@@H]1CN(C)Cc1ccccn1,-2.9
C[C@@H]1CN([C@H](C)CO)C(=O)c2cc(NC(=O)Nc3ccc(C(F)(F)F)cc3)ccc2O[C@H]1CN(C)Cc1ccc(-c2ccccc2)cc1,-6.6

# (cont.)
smiles,NSD2 inh
Cc1noc(C)c1NC(=O)Nc1ccc2c(c1)C(=O)N([C@H](C)CO)C[C@H](C)[C@H](CN(C)C(=O)CCCN(C)C)OCCCC[C@@H](C)O2,-1.5
C[C@H]1CN([C@@H](C)CO)C(=O)c2cc(NC(=O)CCC(F)(F)F)ccc2O[C@@H]1CN(C)Cc1ccccc1,1.0
C[C@H]1CN([C@@H](C)CO)S(=O)(=O)c2ccc(C#CC(C)(C)O)cc2O[C@@H]1CN(C)Cc1ccc(F)cc1,-0.8
C=CC[C@]1(C(=O)N2CCOCC2)COC(c2ccc(OCCCO)cc2)=N1,2.0
COc1ccc(NC(=O)N(C)C[C@H]2OCCCC[C@@H](C)Oc3ccc(NC(=O)C4CCCCC4)cc3C(=O)N([C@@H](C)CO)C[C@@H]2C)cc1,12.5
COCC(=O)N(C)C[C@@H]1Oc2ncc(C#Cc3ccc(F)cc3)cc2C(=O)N([C@@H](C)CO)C[C@H]1C,1.1
Oc1ccccc1Cn1c(-c2ccccc2O)nc2ccccc21,0.8
CO[C@H](CN(C)C(=O)C1CCOCC1)[C@@H](C)CN([C@@H](C)CO)S(=O)(=O)c1ccccc1,2.9
COc1ccc([C@H]2C[C@H]3C(I)=CC2C(=O)[C@]32CO2)cc1OC,0.7
COc1ccc(S(=O)(=O)Nc2cccc3c2O[C@@H](CN(C)Cc2ccc(Cl)c(Cl)c2)[C@@H](C)CN([C@H](C)CO)C3=O)cc1,2.0
C[C@H]1CCCCO[C@@H](CN(C)C(=O)Nc2ccc3c(c2)OCO3)[C@@H](C)CN([C@@H](C)CO)C(=O)c2cc(N(C)C)ccc2O1,4.2
C[C@H](CO)N1C[C@H](C)[C@@H](CN(C)C(=O)Nc2ccc3c(c2)OCO3)Oc2ccc(NC(=O)c3ccncc3)cc2CC1=O,5.8

# Further compounds follow.
SMILES	NSD2 inh
CC(C)NC(=O)N(C)C[C@H]1Oc2cc(C#CCN(C)C)ccc2S(=O)(=O)N([C@@H](C)CO)C[C@@H]1C	0.4
C[C@@H]1CN([C@H](C)CO)C(=O)c2cccc(NC(=O)NC3CCCCC3)c2O[C@H]1CN(C)S(=O)(=O)c1cccs1	-3.3
CCC(=O)N(C)C[C@@H]1Oc2cc(-c3ccc(C)cc3)ccc2S(=O)(=O)N([C@H](C)CO)C[C@@H]1C	-1.7
COc1ccc(NC(=O)N(C)C[C@H]2Oc3ncc(C#CCC(C)C)cc3C(=O)N([C@H](C)CO)C[C@H]2C)cc1	-3.1
COc1ccc(S(=O)(=O)Nc2ccc3c(c2)C(=O)N([C@@H](C)CO)C[C@H](C)[C@@H](CN(C)Cc2ccc4c(c2)OCO4)OCCCC[C@@H](C)O3)cc1	-6.0
C[C@@H]1CN([C@@H](C)CO)C(=O)c2ccccc2-c2ccccc2CO[C@@H]1CN(C)C(=O)[C@@H](Cc1ccccc1)N(C)C	4.7
CC(C)CC#Cc1ccc2c(c1)O[C@H](CN(C)C(=O)c1ccccc1F)[C@H](C)CN([C@@H](C)CO)S2(=O)=O	8.6
CCOc1ccccc1Nc1nc(Nc2ccccc2OCC)nc(Sc2nnc(C)s2)n1	1.8
CCCCC(=O)NCCc1c(Cc2ccccc2)[nH]c2ccccc12	-2.4
C[C@H]1CN([C@@H](C)CO)C(=O)Cc2cc(NC(=O)CCN3CCOCC3)ccc2O[C@@H]1CN(C)S(=O)(=O)c1ccc(F)cc1	0.7
C[C@@H]1CCCCO[C@H](CN(C)S(=O)(=O)c2cn(C)cn2)[C@H](C)CN([C@@H](C)CO)C(=O)c2cc(NC(=O)C3CCCCC3)ccc2O1	10.7
O=C(NC1CCCCC1)N[C@H]1CC[C@@H](CC(=O)N2CCOCC2)O[C@H]1CO	2.8

# Continued.
SMILES	NSD2 inh
CNC[C@H]1OCCCC[C@@H](C)Oc2ccc(NS(=O)(=O)c3cccs3)cc2C(=O)N([C@H](C)CO)C[C@@H]1C	16.0
CC(C)NC(=O)Nc1ccc2c(c1)CC(=O)N([C@@H](C)CO)C[C@H](C)[C@H](CN(C)S(=O)(=O)c1ccc(Cl)cc1)O2	-10.2
C[C@H](CO)N1C[C@H](C)[C@@H](CN(C)C)OCCCC[C@H](C)Oc2ccc(NC(=O)c3ccncc3)cc2C1=O	-1.6
COCC(=O)Nc1ccc2c(c1)[C@H]1C[C@@H](CC(=O)NCCc3ccccc3)O[C@H](CO)[C@H]1O2	-300.1
C=C(C)[C@@H]1CC=C(/C=N/NC(=O)CCCCC(=O)NO)CC1	1.1
CNC[C@@H]1OCCCC[C@H](C)Oc2ccc(NC(=O)NC(C)C)cc2C(=O)N([C@H](C)CO)C[C@@H]1C	-5.5
C[C@H]1CN([C@@H](C)CO)C(=O)c2cc(NS(=O)(=O)c3ccc(Cl)cc3)ccc2O[C@@H]1CN(C)S(=O)(=O)c1ccc(Cl)cc1	-1.7
C[C@@H]1CN([C@@H](C)CO)C(=O)c2cc(NS(=O)(=O)c3ccccc3)ccc2O[C@@H](C)CCCCO[C@H]1CN(C)C(=O)C1CCCCC1	-0.5
CNC[C@@H]1Oc2ncc(-c3ccccc3F)cc2C(=O)N([C@H](C)CO)C[C@@H]1C	2.3
COc1ccc(NC(=O)Nc2ccc3c(c2)CC(=O)N([C@H](C)CO)C[C@H](C)[C@@H](CN(C)C)O3)cc1	2.6
CC(=O)N1C(=S)NC(=O)/C1=C/c1c(Cl)cccc1Cl	0.8
O=C(O)c1cc([N+](=O)[O-])ccc1NCCCc1ccccc1	-2.3

# (listing goes on)
SMILES	NSD2 inh
C[C@@H]1CN([C@@H](C)CO)C(=O)c2cccc(NC(=O)NC3CCCCC3)c2O[C@@H]1CN(C)C(=O)Nc1ccccc1	-0.9
C[C@@H]1CN([C@@H](C)CO)C(=O)c2cc(NS(=O)(=O)c3cccs3)ccc2O[C@H]1CN(C)Cc1ccccc1	0.3
C[C@@H]1CCCCO[C@@H](CN(C)S(C)(=O)=O)[C@@H](C)CN([C@@H](C)CO)C(=O)c2cc(NC(=O)CCCN(C)C)ccc2O1	2.3
C[C@@H]1CN([C@@H](C)CO)C(=O)c2cc(C3=CCCC3)cnc2O[C@@H]1CN(C)Cc1ccccc1F	8.1
CCO[C@H]1OC(C(=O)NCc2ccccc2)=C[C@@H](C2CC2)[C@@H]1CCCO	-0.4
C[C@H]1CN([C@@H](C)CO)C(=O)c2cccc(NC(=O)Nc3ccc(C(F)(F)F)cc3)c2O[C@@H]1CN(C)C	-6.1
COc1ccc(NC(=O)Nc2ccc3c(c2)C(=O)N([C@H](C)CO)C[C@@H](C)[C@H](CN(C)C(=O)Nc2ccc4c(c2)OCO4)OCCCC[C@@H](C)O3)cc1	-5.9
C[C@@H]1CCCCO[C@@H](CN(C)Cc2ccc(C(=O)O)cc2)[C@H](C)CN([C@@H](C)CO)C(=O)c2cc(NC(=O)c3ccccc3)ccc2O1	-0.8
COc1ccc(CN(C)C[C@H]2Oc3c(NC(=O)c4ccc(-c5nccs5)cc4)cccc3C(=O)N([C@H](C)CO)C[C@@H]2C)cc1	-3.8
C[C@@H]1CCCCO[C@@H](CN(C)CC2CC2)[C@@H](C)CN([C@H](C)CO)C(=O)c2cc(N(C)C)ccc2O1	13.4
N#Cc1ccc(/C=N/NC(=O)CCCCCC(=O)NO)cc1	1.2
CC(C)NC(=O)N(C)C[C@@H]1Oc2c(NC(=O)Nc3ccccc3)cccc2C(=O)N([C@H](C)CO)C[C@H]1C	14.9

# Rewritten with each value named: entries from further up.
C[C@@H]1CN([C@@H](C)CO)C(=O)c2cccc(NC(=O)NC3CCCCC3)c2O[C@@H]1CN(C)C(=O)Nc1ccccc1
  NSD2 inh: -0.9

C[C@@H]1CN([C@@H](C)CO)C(=O)c2cc(NS(=O)(=O)c3cccs3)ccc2O[C@H]1CN(C)Cc1ccccc1
  NSD2 inh: 0.3

# Next entries:
SMILES	NSD2 inh
C[C@H](CO)N1C[C@H](C)[C@H](CN(C)S(=O)(=O)c2ccc(Cl)cc2)Oc2ccc(N(C)C)cc2C1=O	1.7
C[C@@H]1CN([C@H](C)CO)C(=O)c2cc(NC(=O)C3CC3)ccc2O[C@H]1CN(C)C(=O)Nc1ccc(C(F)(F)F)cc1	8.6
COc1ccc2ccc(=O)oc2c1CC(O)C(C)(C)OC (stereo not drawn)	-0.8
C[C@@H]1CN([C@@H](C)CO)C(=O)Cc2cc(NS(=O)(=O)c3cccs3)ccc2O[C@@H]1CN(C)C(=O)Nc1ccc(C(F)(F)F)cc1	-1.3
C[C@H]1CN([C@@H](C)CO)C(=O)Cc2cc(N(C)C)ccc2O[C@@H]1CN(C)Cc1ccc(-c2ccccc2)cc1	2.9
C[C@H](CO)N1C[C@H](C)[C@H](CN(C)C(=O)Nc2ccc3c(c2)OCO3)Oc2c(NS(=O)(=O)c3ccc(Cl)cc3)cccc2C1=O	-4.0
Cc1noc(C)c1NC(=O)Nc1ccc2c(c1)C(=O)N([C@@H](C)CO)C[C@@H](C)[C@@H](CN(C)S(=O)(=O)c1cn(C)cn1)O2	-3.4
CC(C)NC(=O)N(C)C[C@@H]1Oc2c(NC(=O)C3CCOCC3)cccc2C(=O)N([C@H](C)CO)C[C@@H]1C	0.8
CCCNC(=O)N(C)C[C@@H]1Oc2ncc(-c3ccc(OC)cc3)cc2C(=O)N([C@H](C)CO)C[C@H]1C	-4.4
Cc1cc(-c2nn(C)c(=O)c3ccccc23)cc(C)c1OCC(=O)NN	0.1
C[C@@H]1CCC[C@H](C)N1NC(=O)c1ccc(Cl)c(S(N)(=O)=O)c1	0.0

# Screening results as filed in PubChem BioAssay.
